Screening data from PubChem.
VHR inh abs: VHR1 phosphatase inhibitors, primary screen, biochemical, absorbance, uHTS; Dual specificity protein phosphatase 3 (Homo sapiens), P51452; recombinant VHR phosphatase, pNPP absorbance; inhibition, % at 13.3 µM; actives 0.52% (n = 290,000); in the data active = inhibition above about 50%; note: some compounds called inactive have numbers as strong as hits
Yp Topo-I inh: Yersinia pestis topoisomerase I inhibitors, primary screen, biochemical, cleavage product accumulation, plate reader, single point; DNA topoisomerase I (Yersinia pestis CO92); Y. pestis Topo-I cleavage product accumulation; activity, % at 10 µM; actives 0.064% (n = 360,000); AID 504884, 2011; in the data active = activity above about 50%, passing the limit was not always enough; inconclusive = no clear call, values can overlap the other calls; note: inactives centre near 2
TcdB inh: TcdB glycohydrolase inhibitors, primary screen, biochemical, single point, plate reader; TcdB glycohydrolase enzymatic assay; inhibition, % at 9.99 µM; actives 0.24% (n = 350,000); AID 652162, 2013; in the data active = inhibition above about 10%
SSB-PriA inh: inhibitors of Klebsiella pneumoniae PriA binding to SSB C-terminal tail, primary screen, biochemical, AlphaScreen; inhibition, % at 33 µM; AlphaScreen SSBct-PriA binding, biotinylated peptide; AID 1272365, 2023; PriA–SSB C-terminal tail interaction (Klebsiella pneumoniae); actives 0.6% (n = 430,000); in the data active = inhibition mostly above about 37%, no sharp cut-off; inactive = mostly below about 20%;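 note: plate controls were negative control peptide for no effect and reference peptide for full effect; strong numbers were not always called active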
PfHsp40 yeast: rescue of yeast from PfHsp40 toxicity, primary screen, S. cerevisiae, ATP luminescence; actives 0.68% (n = 340,000); AID 504582, 2011; S. cerevisiae expressing PfHsp40, growth rescue; growth rescue, % at 12.5 µM; in the data active = growth rescue above about 28%, passing the limit was not always enough; inconclusive = no clear call, values can overlap the other calls;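 note: yeast W303a lacking pdr1 and pdr3 grown in galactose medium; growth measured after three days at 30 °C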
BH1578 lux ind: inducers of Vibrio cholerae quorum light production without autoinducers, primary screen, BH1578 luxS cqsA deficient, single point. V. cholerae BH1578 lux reporter, luminescence, 6 h. activation, % at 18.7 µM. actives 0.16% (n = 350,000); in the data active = activation mostly above about 9.7%, no sharp cut-off; inconclusive = no clear call, values can overlap the other calls; inactive = mostly below about 3.7%; note: not every result past the cut was called active; inactives centre near 0; reference of the scale not given here
CCHF vOTU inh: CCHFV vOTU protease inhibitors, primary screen, biochemical, Pep-AMC substrate, fluorescence; actives 0.55% (n = 370,000); AID 651958, 2012; inhibition, % at 11.5 µM; in the data active = inhibition above about 30%; note: 0% = vehicle wells with enzyme and 100% = no enzyme wells
BoNT A protease: BoNT/A light chain protease inhibitors, primary screen, biochemical, flow cytometry, MLPCN library; actives 0.17% (n = 360,000); Botulinum neurotoxin type A light chain protease (Clostridium botulinum A str. ATCC 3502); multiplex microsphere protease substrate cleavage; inhibition, % at 10 µM; note: plate controls were buffer without enzyme for full effect and enzyme alone for no effect
SARS 3CLpro inh: SARS-CoV 3CLpro protease inhibitors, primary screen, biochemical, quenched FRET; Replicase polyprotein 1ab (Severe acute respiratory syndrome coronavirus), P0C6X7; recombinant SARS-CoV 3CLpro, quenched FRET peptide cleavage; inhibition, % at 6 µM; actives 0.14% (n = 290,000); in the data active = inhibition above about 12%
Anthrax LF prot: Bacillus anthracis LF protease inhibitors, primary screen, biochemical, multiplex microsphere, MLPCN library; Lethal factor (Bacillus anthracis), P15917; multiplex microsphere protease cleavage assay; inhibition, % at 10 µM; actives 0.12% (n = 360,000); AID 588501, 2011; note: plate controls were buffer without enzyme for full effect and enzyme alone for no effect
Active calls of the source: *; i = inactive; ? = inconclusive; nt = no result given; & = joins results of further samples. Cut-off read from the data, not from the text of the source, unless noted: active = inhibition above about 30%; inconclusive = no clear call, values can overlap the other calls; inactive = below that. This is a subset; count on the stated rates, not on these rows.

No.	Structure	VHR inh abs	Yp Topo-I inh	TcdB inh	SSB-PriA inh	PfHsp40 yeast	BH1578 lux ind	CCHF vOTU inh	BoNT A protease	SARS 3CLpro inh	Anthrax LF prot
1	COCCCNC(=O)CCn1c(=O)c2ccccc2n(CC(=O)Nc2cc(Cl)ccc2C)c1=O	-11	4	nt	-20	2.9	-3.6	4	-0.7	4	1
2	CCNc1nc(NCC)nc(N/N=C/c2ccc(OC)cc2)n1	13	2	0.4	i	nt	-1.2	-19	-0.2	4	-6
3	CCN(CC)S(=O)(=O)c1ccc2[nH]c(=O)cc(C(=O)NCc3ccccc3)c2c1	49	7	0.3	6	-0.9	-0.2	-3	-1.3	0	1
4	COc1ccc(NC(=O)Cn2nnc(C(=O)NCc3ccccc3)c2N)cc1Cl	3	34	nt	-3	0.2	0.9	4	-0.4	-4	2
5	CC1CCN(c2ccc(C(=O)Nc3nnc(C4CC4)s3)cc2[N+](=O)[O-])CC1	17	-2	-0.2	-10	0.0	i	-2	0.4	-4	3
6	COC(=O)c1cc(NCc2ccccc2F)ccc1N1CCOCC1	32	-3	nt	3	-1.1	-0.5	-8	-0.3	3	-4
7	COc1ccc(-c2nnc(SCC(=O)NC3CCCCC3)n2N)cc1	nt	1	-0.6	-2	-0.5	-10	1	2.0	nt	-2
8	O=C(Oc1ccc(Cl)c2cccnc12)c1cccc([N+](=O)[O-])c1	-5	2	1.1	7	-0.8	-0.3	-8	-1.7	2	-1
9	COC(=O)COc1ccc(/C=N/NC(=O)CN(c2ccccc2OC)S(=O)(=O)c2ccccc2)cc1	-12	24	-0.3	nt	-1.9	i	-1	3.4	5	-18
10	Cc1cc(C)n(-c2ccc([N+](=O)[O-])cc2)n1	0	-5	0.0	-6	-1.4	-2.3	-10	-0.1	3	2
11	CC(/C=N/NC(=O)c1ccccc1F)c1ccccc1 (configuration not stated)	4	2	-0.5	i	0.1	0.9	0	0.1	4	-4
12	Cc1cc(C)c2c(c1)-c1cc(C)nn1C(c1cccnc1)N2 (configuration not stated)	12	18	0.2	6	-0.6	0.0	-5	0.1	4	4
13	CSc1ccc(C(=O)C2CCCN(C(=O)c3cc4cc(F)ccc4[nH]3)C2)cc1 (configuration not stated)	16	6	0.5	-10	0.5	-0.5	-5	1.7	8	6
14	C=CCOc1cccc(C(=O)N2CCCC(CNS(=O)(=O)c3cccs3)C2)c1 (configuration not stated)	21	1	-0.3	-7	-1.1	-1.6	-4	0.2	2	-8
15	O=C(c1cccc(Cl)c1)N(Cc1cccs1)C1CCS(=O)(=O)C1 (configuration not stated)	24	-3	nt	-10	-0.7	-1.3	5	0.2	2	2
16	Cc1cc2nc(SC(C)C(=O)O)[nH]c2cc1C (configuration not stated)	19	-2	nt	-18	0.0	-0.6	-11	0.4	7	-10
17	CC(=O)Nc1ccc(NC(=O)c2ccccc2Sc2ccc([N+](=O)[O-])cc2Cl)cc1	25	-2	2.6	0	0.2	i	14	-0.3	4	0
18	O=C(CN1C(=O)C2CC=CCC2C1=O)NC1CCCc2ccccc21 (configuration not stated)	19	-2	nt	-2	0.5	i	-6	0.1	1	5
19	O=C(CCC1CCCCC1)Nc1nncs1	4	2	2.3	-12	0.2	i	-8	-4.6	0	-4
20	Cc1ccc(C)c(NC(=O)CSc2nnc(CNC(=O)c3ccco3)n2C)c1	7	8	2.1	-13	-0.4	i	0	-3.6	-1	-7
21	C#CCOCCOCCOCCNc1nc(N2CCN(C(=O)Cn3cc(CCO)nn3)CC2)nc(N2CCN(C(=O)[C@H](C(C)C)n3cc(CCO)nn3)CC2)n1	8	7	0.4	-13	-1.6	-0.4	0	-0.8	1	-2
22	NC(=S)NN=CCn1cc([N+](=O)[O-])c(=O)[nH]c1=O	nt	1	0.9	-9	-0.9	2.0	0	-0.1	nt	-4
23	CCCn1c(SC(C)C(=O)NCC2CCCO2)nc2sc(CC)cc2c1=O (configuration not stated)	36	21	-0.1	-5	0.3	-4.3	3	-2.0	-3	2
24	N#CCC(=O)N1CCn2c1nc1ccccc12	-2	1	nt	-12	1.3	-0.4	8	0.5	-5	0

Only BH1578 lux ind and Yp Topo-I inh, for two of the compounds above:
nr | SMILES | BH1578 lux ind | Yp Topo-I inh
19 | O=C(CCC1CCCCC1)Nc1nncs1 | i | 2
20 | Cc1ccc(C)c(NC(=O)CSc2nnc(CNC(=O)c3ccco3)n2C)c1 | i | 8

Going on with the list.
No.	Structure	VHR inh abs	Yp Topo-I inh	TcdB inh	SSB-PriA inh	PfHsp40 yeast	BH1578 lux ind	CCHF vOTU inh	BoNT A protease	SARS 3CLpro inh	Anthrax LF prot
25	NS(=O)(=O)c1ccc(NC(=O)CN2C(=O)CCC2=O)cc1	-12	9	0.2	-4	-1.7	i	-8	0.2	2	2
26	CN1c2ccsc2/C(=N/Nc2ccc(F)cc2)CS1(=O)=O	32	-12	-0.1	nt	4.2	0.8	-2	0.1	-14	-1
27	O=C1/C(=C/c2ccccc2)CN(C(=O)CCN2CCOCC2)C/C1=C\c1ccccc1	nt	33	-0.2	nt	0.9	5.6	-15	-0.3	nt	5
28	OCCC1CN(Cc2ccc(F)cc2)CCN1CCc1ccccc1 (configuration not stated)	70	4	0.0	-1	0.1	0.1	-17	?	-9	3
29	CCOc1c(Br)cc(CNCc2cccs2)cc1OC	1	-2	nt	-28	-0.3	-0.2	-14	-1.5	-1	-1
30	CCc1ccc(NC(=S)Nn2cnnc2)cc1	18	7	0.1	-3	-1.1	i	6	-0.2	4	-2
31	O=C1C2C3CCC(C3)C2C(=O)N1CNc1ccccc1 (configuration not stated)	1	1	nt	-18	0.1	-0.3	-1	-0.7	-7	-3
32	Cc1noc(C)c1C(=O)N1CCCC(C)(C(=O)NS(=O)(=O)C2CC2)C1 (configuration not stated)	nt	2	0.5	nt	nt	i	9	-0.7	nt	-7
33	COc1cc2[nH]c(=S)n(NC(=O)CC(C)C)c(=O)c2cc1OC	0	-6	nt	-16	-0.4	5.1	-10	?	4	-4
34	COc1cccc(CNC(=O)COC(=O)C23CC4CC(CC(Cl)(C4)C2)C3)c1	nt	22	0.6	-2	-0.1	2.0	7	1.5	nt	0
35	CCN(CC)CCNC(=O)Cn1cnc2sc(C)c(S(=O)(=O)N3CCN(c4ccccc4OC)CC3)c2c1=O	41	1	0.8	-13	-0.1	-0.3	-2	1.3	2	14
36	Cn1cc([N+](=O)[O-])c(C(=O)Nc2ccc(-c3nc4ccccc4o3)cc2)n1	-8	6	0.1	-3	-0.8	i	12	-0.3	0	-2
37	CC(C)(C)CN1C(=O)C(=O)NC[C@H]1Cc1cccc2ccccc12	-5	4	0.5	-2	-1.2	i	4	0.0	nt	-3
38	C=CCn1c(-c2cccc(S(=O)(=O)N3CCOCC3)c2)n[nH]c1=S	nt	5	-0.4	-18	-0.2	-0.7	3	1.2	nt	-6
39	NC(=O)c1ccc(NC(=O)c2ccc3c(c2)OCO3)cc1	12	3	-0.4	-1	1.2	-5.0	-1	-0.4	2	2
40	COc1cccc(S(=O)(=O)N(C)C[C@H]2OCc3cnnn3CCCC(=O)N([C@@H](C)CO)C[C@H]2C)c1	nt	8	1.1&-0.3	nt	nt	-0.4	-6	-0.2	nt	0
41	O=C(NCCN1CCOCC1)c1noc2c1CCc1ccccc1-2	14	-5	-0.2	-5	-0.9	-0.2	-13	-2.6	3	0
42	CC(C)(C)OC(=O)N1CCC[C@@H]1C(=O)N1CCC(C(=O)O)CC1	11	3	nt	-21	4.3	i	-4	-0.3	-1	0
43	CCOc1cc(/C=C(\C#N)C(=O)NCC2CCCO2)ccc1O (configuration not stated)	-42	-7	7.6	-4	0.1	-0.3	-20	-0.2	4	-2
44	CC(C)c1ccccc1OCCNC(=S)NC(=O)c1cccnc1	18	5	nt	1	7.9	5.2	3	-0.7	1	-2
45	COc1ccc(Nc2nc3ccccc3nc2NS(=O)(=O)c2cccs2)cc1	29	-8	nt	-12	0.9	2.9	4	-0.2	-7	-6
46	CC(=O)N1CCN(c2ccc(NC(=O)c3ccccc3Cl)cc2)CC1	27	0	0.9	-4	-0.8	-0.3	-3	-0.2	-7	-9
47	O=C(c1cccnc1)N1CCN(S(=O)(=O)c2ccc3ccccc3c2)CC1	8	8	nt	-4	0.3	-5.3	-3	0.1	5	-7
48	Cc1ccc(N)cc1CN1CCCC1=O	-4	0	nt	9	1.5	-1.6	13	-0.1	2	-3
49	CCOC(=O)CN1C(=O)N(c2ccccc2OC)S(=O)(=O)c2ccccc21	14	8	0.8	6	0.1	0.6	-7	-0.5	-3	-9
50	c1ccc(CNC2CC3CCC2C3)cc1 (configuration not stated)	nt	11	1.5	-1	-1.7	i	-6	0.3	nt	-4
51	O=S(=O)(NCc1ccccc1)NCc1ccccc1	12	-1	0.5	-9	-0.3	-0.5	-6	0.2	6	0
52	CSCCC(NC(=O)c1ccc(Cl)cc1Cl)C(=O)NCc1ccccn1 (configuration not stated)	-2	7	0.4	1	0.7	i	-2	-5.9	-5	-3
53	S=C(c1ccccc1)N1CCSCC1	-7	3	0.5	7	-0.5	-0.3	8	0.3	-2	-8
54	NC(=O)CSc1nnc(-c2ccccn2)n1Cc1ccco1	21	2	-0.3	-4	-0.8	-0.8	-10	1.8	-2	12
55	Cc1ccc(NC(=O)C2CC(=O)N(c3ccccc3Cl)C2)cc1S(=O)(=O)N1CCOCC1 (configuration not stated)	nt	11	1.2	-3	0.4	-0.3	0	0.0	nt	-8
56	CC(C)(C)c1ccc(S(=O)(=O)N2CCC(N3CCCCC3)CC2)cc1	-8	5	1.1	-4	0.1	-0.2	1	-1.2	3	0
